B2AR arrestin = beta2AR (human) beta-arrestin recruitment activity; hit rate 0.02% among 330,000; beta-arrestin recruitment to beta2AR, cell-based reporter; AID 492947; Potency, µM (titrated, usually from 46.1 µM), for the others: at the top dose activation, usual class: activators; P07550;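 note: potency is the fitted concentration of half-maximal effect; 0% = DMSO controls and full agonism = EC100 isoproterenol or metaproterenol; nearly all actives have a fitted effect of over 65% in size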
Target sequence (P07550 whole entry, looked up): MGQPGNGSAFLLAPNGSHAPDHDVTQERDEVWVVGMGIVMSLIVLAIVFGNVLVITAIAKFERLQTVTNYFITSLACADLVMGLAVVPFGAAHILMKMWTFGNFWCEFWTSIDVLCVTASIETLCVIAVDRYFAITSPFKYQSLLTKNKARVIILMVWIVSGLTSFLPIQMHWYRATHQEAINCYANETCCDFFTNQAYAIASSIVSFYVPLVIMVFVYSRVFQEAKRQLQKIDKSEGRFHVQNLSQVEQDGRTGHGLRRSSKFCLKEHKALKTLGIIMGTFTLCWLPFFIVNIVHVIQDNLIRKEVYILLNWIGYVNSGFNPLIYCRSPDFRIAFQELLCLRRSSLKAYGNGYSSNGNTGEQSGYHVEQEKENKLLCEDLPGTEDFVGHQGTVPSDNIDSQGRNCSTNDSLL
TCR act = T cell receptor activation. Potency, µM (titrated, usually from 9.22 µM), for the others: at the top dose activation of IL-2 secretion, most hits filed as activators. primary human leukocytes, anti-CD3, IL-2 HTRF, 48 h. 330,000 tested, under 10 active; note: % of control where 0% means no effect
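IL-2 produced over 48 hr by a-CD3 bead-stimulated primary human leukocytes exposed to compounds was detected with a homogeneous time-resolved FRET immunoassay, 665nm acceptor signal after 320nm excitation.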
TSHR antagonist = antagonists of human thyroid stimulating hormone receptor; AID 504810; TSHR-expressing cells, TSH-stimulated cAMP HTRF, 2 h; stronger effect = lower value; hit rate 0.2% among 330,000; P16473; activity change, negative = inhibition, % at 11.5 µM;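 active = activity change below a set negative limit, meaning inhibition stronger than a set level, cut at about -70% in these data; inconclusive = activity change between two set negative limits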; note: % is set by controls: 0 for no effect and ±100 for the full control effect
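Read-out is FRET at 665 nm (cryptate excitation 337 nm) from a cryptate-tagged anti-cAMP antibody, competed by cell cAMP against cAMP-d2. Compounds are tested on freshly harvested TSHR cells challenged with 4nM TSH (EC80) for 2 hours at 37 deg C.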
uPA surface inh = inhibitors of cell surface uPA generation. hit rate 0.31% among 330,000. Potency, µM (top dose mostly 38.3 µM), inactives show at the top dose activity change, negative = inhibition, usual class: inhibitors. cell surface uPA generation assay, qHTS. AID 540303; active = well fitted inhibition curve with a large enough effect; inconclusive = small, poorly fitted or top-dose-only effect; inactive = no such curve, though single readings can be large or run the other way; tested in mouse RAW 264.7 cells; note: potency is the fitted concentration of half-maximal effect; % is set by controls: 0 for no effect and ±100 for the full control effect; nearly all actives have a fitted effect of over 55% in size
TSG101-PTAP inh = blocks PTAP/TSG101 interaction to inhibit HIV-1 budding. Q99816. Fluorescence polarization, FITC-PTAP peptide / Tsg101 binding. Potency, µM (doses to about 115 µM), without a hit: at the top dose activity change, negative = inhibition, hits mostly inhibitors. 340,000 tested, under 10 active. AID 493005; active = well fitted inhibition curve with a large enough effect in the main read-out, with a control signal flat, not every such curve was filed as active; inconclusive = small, poorly fitted or top-dose-only effect, or effect the other way, or a change in a side signal; inactive = no such curve, though single readings can be large or run the other way; note: potency is the fitted concentration of half-maximal effect; % of control where 0% means no effect
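Tsg101 binding domain (10 uM final) was mixed with compound and a FITC-labeled PTAP peptide (50 nM final) in HEPES pH 7.5 buffer with NaCl, Tween 20, EDTA and TCEP; fluorescence polarization was read after 20 min at r.t.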
ELG1 repair inh = blocks ELG1-dependent DNA repair in HEK293T cells; hit rate 2.3% among 330,000; Potency, µM (titrated, usually from 46.1 µM), without a hit: at the highest dose activity change, negative = inhibition, hits mostly inhibitors; HEK293T ELG1-luciferase reporter, luminescence, 16 h; DNA damage induced by 5-fluorouridine; note: potency is the fitted concentration of half-maximal effect; % is set by controls: 0 for no effect and ±100 for the full control effect; nearly all actives have a fitted effect of over 55% in size
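Cells (2,000 per well) received 5-fluorouridine plus test compound or DMSO and were incubated 16 hr at 37 °C, 5% CO2. Luciferase activity was read by luminescence 30 min after ONE-Glo addition; signal suppression marked inhibition of damage-induced ELG1 function.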
BCR signal inh = blocks chronic active B-cell receptor signaling; ABC-DLBCL IkBa-CBG/CBR reporter, luminescence ratio, 4 h; Potency, µM (series often up to 46.1 µM), without a hit: at the highest dose ratio change, negative = lower green/red ratio, usual class: inhibitors; hit rate 0.05% among 340,000; AID 493014; active = well fitted inhibition curve with a large enough effect in the signal ratio, with a control signal flat, not every such curve was filed as active; inconclusive = small, poorly fitted or top-dose-only effect, or effect the other way, or a change in a side signal; the % refers to the signal ratio;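 note: potency is the fitted concentration of half-maximal effect; plate controls were basal doxycycline-induced cells for no effect and cells given 10 µM MG132 for full effect; MG132 reads +100%, hits lower the ratio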
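Concentration-response series (up to 46 uM) were applied to TMD8 dual-reporter cells for 4 h at 37C with doxycycline. Green/red ratio, after filter-overlap correction, defined %Activity; red signal alone was normalised to basal cells and zero luminescence.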
USP2a block = blocks human ubiquitin-specific protease USP2a. O75604. USP2 core, Ub-CHOP2 coupled fluorogenic reporter, 485/531. Potency, µM (titrated, usually from 38.3 µM), without a hit: at the highest dose activity change, negative = inhibition, actives largely listed as inhibitors. hit rate 0.01% among 330,000;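 note: potency is the fitted concentration of half-maximal effect; plate controls were DMSO wells for no effect and full inhibition by NEM control for full effect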
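USP2 core (10nM final) preincubated 30min RT with compound in 20mM Tris-HCl pH 8.0, 2mM CaCl2, 2mM beta-mercaptoethanol, 0.05% CHAPS; 25nM Ub-CHOP2 plus 25nM reporter substrate added, fluorescence (Ex485/Em531) read after 60min.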
Eya2 inh = inhibitors of human Eya2 phosphatase activity; O00167; hit rate 0.006% among 330,000; recombinant Eya2, OMFP fluorescence dephosphorylation (OMFP is methylfluorescein phosphate); Potency, µM (series often up to 76.9 µM), without a hit: at the top dose activity, negative = inhibition, usual class: inhibitors; note: potency is the fitted concentration of half-maximal effect; % is set by controls: 0 for no effect and ±100 for the full control effect
Target sequence (O00167 whole entry, looked up): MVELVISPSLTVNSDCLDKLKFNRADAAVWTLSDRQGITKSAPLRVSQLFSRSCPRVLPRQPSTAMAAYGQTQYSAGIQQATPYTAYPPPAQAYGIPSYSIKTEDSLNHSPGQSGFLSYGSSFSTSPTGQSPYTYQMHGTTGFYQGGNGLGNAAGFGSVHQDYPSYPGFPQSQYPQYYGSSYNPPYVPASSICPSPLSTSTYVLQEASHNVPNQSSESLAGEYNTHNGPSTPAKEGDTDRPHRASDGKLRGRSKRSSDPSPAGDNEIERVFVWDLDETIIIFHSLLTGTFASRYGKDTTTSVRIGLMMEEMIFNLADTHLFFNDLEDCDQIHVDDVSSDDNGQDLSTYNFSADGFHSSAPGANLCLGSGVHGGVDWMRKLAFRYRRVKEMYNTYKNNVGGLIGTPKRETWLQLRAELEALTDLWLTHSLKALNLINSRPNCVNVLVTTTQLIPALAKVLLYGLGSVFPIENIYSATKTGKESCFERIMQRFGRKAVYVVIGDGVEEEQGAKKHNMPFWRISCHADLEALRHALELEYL
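Eya2 protein (added as 0.2 uM solution) was preincubated with compound for 10 min at ambient temperature in 50 mM HEPES pH 7.5, 50 mM NaCl, 5 uM MgCl2, 0.05% BSA, 1 mM DTT. OMFP (added at 50 uM) then reacted 10 min; fluorescence read at 485/525 nm.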
Tb PFK inh = blocks T. brucei phosphofructokinase; O15648; T. brucei PFK, ADP-Glo luminescence; Potency, µM (top dose mostly 57.5 µM), for inactives: at the highest dose activity, negative = inhibition, actives largely listed as inhibitors; hit rate 0.17% among 330,000; AID 485367;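 note: potency is the fitted concentration of half-maximal effect; 0% = uninhibited 1x PFK enzyme wells and -100% = no-enzyme wells; nearly all actives have a fitted effect of over 60% in size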
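Compounds were pin-transferred as a titration series up to 57 uM into substrate buffer (0.5 mM F6P, 0.1 mM ATP, pH 8.0), then 1.25 nM PFK was added and reactions ran 45 min before ADP-Glo detection.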
Mito fusion act = blocks mitochondrial division or promotes mitochondrial fusion. S. cerevisiae fusion-defective mutant growth rescue, CellTiterGlo 48 h. Potency, µM (doses to about 46.1 µM), for the others: top-dose growth rescue (activation), hits mostly activators. hit rate 0.23% among 320,000. AID 485298;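 note: potency is the fitted concentration of half-maximal effect; % of control where 0% means no effect; nearly all actives have a fitted effect of over 45% in size; temperature-sensitive fusion mutants such as fzo1-1 at 37 °C on non-fermentable ethanol glycerol medium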
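Growth-rescue viability read-out: after 48 h at the non-permissive 37C in glycerol/ethanol YPEG, yeast mitochondrial fusion mutants are measured by CellTiterGlo luminescence; compounds (23 nl pinned per well) restoring growth score as division inhibitors or fusion activators.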
An asterisk follows results filed as active; ? = inconclusive; . = not tested or not shown; [ ] = another dose, or the depositor's remark. Unless noted, calls come from the whole dose curve; as a rule, active = well fitted curve in the direction sought with a large enough effect; inconclusive = small, poorly fitted or top-dose-only effect, or another doubt; inactive = no such curve, though single readings can be large; an effect the other way counts as inactive or inconclusive.

SMILES	B2AR arrestin	TCR act	TSHR antagonist	uPA surface inh	TSG101-PTAP inh	ELG1 repair inh	BCR signal inh	USP2a block	Eya2 inh	Tb PFK inh	Mito fusion act
S=C(NCC1COc2ccccc2O1)Nc1ccccc1 (configuration not stated)	0.1%	-6%	2	-2%	1%	-1%	6%	0%	-20%	-1%	-4%
COc1ccc(-c2csc(N3C(=O)C4C5c6ccccc6C(c6ccccc65)[C@@H]4C3=O)n2)cc1 (some centres not stated)	0.0%	5%[46.1 µM]	-5	6%	-1%	-3%	4%	1%	-3%	-2%	7%
c1ccc2c(c1)CNC1(CCCCC1)C2	-0.2%	4%	6	2%	-5%	1%	?	2%	5%	14%	-4%
O=c1c2cc3c(cc2[nH]c(=S)n1C1CCN(Cc2ccccc2)CC1)OCO3	0.1%	-3%	11	2%	-2%	-2%	-7%	0%	0%	-4%	9%
CCOC(=O)[C@@H]1[C@H]2COc3cc(OC)ccc3[C@H]2N2C(=O)N(c3ccc(Br)cc3)C(=O)[C@]12C	-0.5%	6%	-16	4%	-1%	?	-5%	-1%	-11%	2%	.
CC1(C)CC(N2CCN(Cc3ccccc3)CC2)=CC(=[N+]2CCCCC2)C1	-1.0%	1%	3	-6%	-5%	0.73µM*	-1%	-5%	1%	-4%	-2%
O=S(=O)(Nc1cccnc1)c1ccc(Br)c2ccccc12	-0.8%	-16%	-47	7%	-7%	2%	1%	-1%	3%	-18%	-2%
O=S(=O)(NCc1ccccn1)C(F)(F)F	-0.1%	0%	3	5%	-4%	20%	-7%	0%	7%	-5%	-7%
O=C(CCNC(=O)c1ccccc1Cl)Nc1nc(-c2ccc3ccccc3c2)cs1	5.2%	-6%[46.1 µM]	-5	-14%	-1%	-25%	?	-6%	-13%	-8%	?
COc1cc(NC(=O)CSc2nnc3c(C)cc4c(C)ccc(C)c4n23)c(C(=O)O)cc1OC	-0.3%	4%	1	16%	-7%	12%	0%	-1%	-4%	-10%	-3%
CC(CCc1ccccc1)NC(=O)C1CCN(S(=O)(=O)N2CCCCC2)CC1 (configuration not stated)	-1.1%	2%	-6	-4%	-5%	?	-3%	-1%	13%	4%	-3%
N#C/C(=C/c1ccc(Sc2nc3ccccc3[nH]2)o1)c1ccccc1F	0.0%	5%	-39	.	-8%	?	?	2%	-9%	2%	?
c1ccc2c(c1)ncn2CCCOc1ccc2c(c1)CCC2	0.1%	-4%	-14	.	-2%	-2%	21%	-2%	-18%	1%	8%
CC(C)(C)OC(=O)N/N=C\c1ccc([N+](=O)[O-])s1	0.2%	.	6	1%	-1%	?	?	4%	-1%	0%	1%
CCCc1nc(SCC(=O)Nc2ccccc2OC)c2c(=O)n(C)c(=O)n(C)c2n1	0.1%	1%	35	-2%	1%	23µM*	1%	1%	12%	0%	1%
O=c1[nH]cnc2c1ncn2[C@@H]1C[C@@H](O)[C@H](CO)O1	0.1%	-1%	3	7%	-1%	?	5%	0%	3%	-1%	-1%
CCOC(=O)c1c(C)[nH]c(C(=O)OCC(=O)N2CCCC2=O)c1C	0.4%	-2%	2	4%	-6%	?	8%	0%	15%	-1%	-3%
COc1ccc(-c2cccc(C(=O)NCC(=O)O)c2)cc1	0.3%	.	15	.	-3%	?	2%	1%	7%	-2%	-3%
O=C(NCCS(=O)(=O)NCC1CCCO1)c1ccccc1 (configuration not stated)	0.1%	6%	11	-3%	-2%	0%	?	0%	15%	-4%	-5%
Cc1csc(SC(C)C(=O)Nc2ccc(S(=O)(=O)N3CCCC3)cc2)n1 (configuration not stated)	-0.2%	3%	-2	1%	-7%	?	-17%	1%	-11%	9%	2%
O=c1[nH]ncc(N2CCN(Cc3ccccc3)CC2)c1Cl	-0.6%	3%	0	0%	0%	8%	6%	1%	-4%	-4%	-6%
CCOC(=O)C1CCN(Cc2ccc(OC)cc2OC)CC1	-0.4%	-4%	-11	-1%	-5%	2%	8%	1%	3%	0%	3%
CCc1c(C)nc(Nc2nc(C)c3cc(OC)ccc3n2)[nH]c1=O	-0.6%	-3%	-19	1%	1%	-14%	?	2%	16%	10%	10%
CC(C)CC(C(=O)NC(C)(C)C)N(Cc1cccs1)C(=O)c1snc(C(N)=O)c1N (configuration not stated)	-0.1%	0%	-1	5%	-4%	-12%	-1%	0%	-2%	-2%	7%
N#Cc1ccc(NC(=O)CSc2n[nH]c(=O)n2C2CC2)cc1	-0.2%	9%	-5	2%	0%	8%	0%	2%	-6%	-6%	-2%
CC(=O)NC1(c2ccccc2)CCN(C(=O)N2CCOCC2)CC1	-3.5%	-4%	-7	4%	-3%	-7%	-1%	0%	13%	5%	-2%
COC(=O)c1c(C)[nH]c(O)c1C=Nc1ccc(C(C)C)cc1	-0.3%	5%	-19	3%	-3%	?	18%	1%	5%	0%	-11%
O=C(NC1CCSc2ccccc21)c1c(F)cccc1Cl (configuration not stated)	0.5%	7%	-2	0%	-3%	-8%	?	0%	4%	2%	-4%
CC(C)(C)c1ccc(/C=C2\SC(=O)N(CCNC(=O)c3cccc(S(=O)(=O)N4CCOCC4)c3)C2=O)cc1	-0.5%	-3%[46.1 µM]	4	-10%	1%	?	-2%	-8%	-28%	-5%	4%
Cn1cnc2c1c(=O)n(Cc1cccc(Br)c1)c(=O)n2C	-0.1%	0%	18	-1%	-3%	2%	?	4%	-33%	-1%	12%
Cc1ccc(NC(=O)COc2nsnc2N2CCOCC2)cc1Cl	-1.2%	10%	-3	-1%	-4%	-6%	5%	-1%	2%	3%	-14%
CCOC(=O)C1=C(C)NC(SCC(=O)Nc2cc(C)on2)=C(C#N)C1c1cccs1 (configuration not stated)	-0.2%	-6%	-22	12%	-4%	?	?	2%	-3%	1%	25%
Cc1ccc(OCCCCNC2CCCC(C)C2C)c(C)c1 (configuration not stated)	0.0%	-15%	3	-8%	0%	?	-23%	0%	-9%	-1%	-2%
Cc1cc([N+](=O)[O-])ccc1NC(=O)CCC(=O)N1CCCC1	-0.8%	-8%	-9	0%	0%	4%	-1%	1%	-11%	2%	1%
CCOC(=O)c1c(C)n(C)c2ccc(OCC(O)CN3C(=O)c4ccccc4S3(=O)=O)cc12 (configuration not stated)	0.4%	-2%	-10	.	-2%	?	4%	-1%	-1%	6%	6%
Nc1ccc2oc(-c3cccc4ccccc34)nc2c1	-0.3%	-3%	2	-3%	-2%	?	?	2%	1%	-1%	2%
CCCCOc1ccc(C(=O)NCC(=O)NC2CCC(C)CC2)cc1 (configuration not stated)	0.1%	5%	7	5%	-1%	?	-1%	-1%	-4%	4%	3%
Cc1nn(CC(=O)NCc2ccc(OC(C)C)cc2)c(=O)c2cc(-c3ccccc3)nn12	0.1%	-8%	-6	2%	-2%	7%	-2%	4%	-3%	3%	-1%
CCn1c(SCC(=O)Nc2nccs2)nnc1-c1cccnc1	-0.1%	0%	0	4%	0%	-3%	-1%	0%	1%	1%	0%
CC(C)(C)c1cc(C(C)(C)C)c2oc(=O)c(-c3nc4ccc(C(=O)O)cc4[nH]3)cc2c1	-0.1%	.	-19	.	.	.	?	3%	5%	-7%	-27%
O=C(NNC(=O)c1cccs1)c1ccc(Cl)c([N+](=O)[O-])c1	-0.7%	1%	-10	11%	-1%	16%	?	6%	-10%	-1%	-5%
O=C(COc1ccccc1Br)Nc1ccc(S(=O)(=O)N2CCCC2)cc1	-0.9%	12%	-24	5%	-4%	?	-1%	-15%	4%	-13%	?
Cc1ccc(S(=O)(=O)N(Cc2cc3cc4c(cc3[nH]c2=O)OCCO4)CC2CCCO2)cc1 (configuration not stated)	4.5%	3%	-9	4%	-4%	-3%	1%	2%	11%	1%	1%
CCC1(CC)C(=O)C(C)(C)C(=O)OC1c1cccs1 (configuration not stated)	3.7%	4%	-18	3%	-2%	12%	-1%	-2%	4%	-8%	0%

Source: PubChem BioAssay (National Center for Advancing Translational Sciences (NCATS))
